# PLC-gamma1 inh – PLC-gamma1 (human) inhibition, primary screen | P19174 | inhibition, % at 12.2 µM | AID 720700 | purified PLC-gamma1, fluorogenic substrate, fluorescence | hit rate 0.84% among 370,000; in the data active means inhibition above about 9.5%
# DDE Tn7 FP inh – DD(E)-Tn7 binding inhibition, primary FP screen; hit rate 0.13% among 370,000; P02675; AID 720508; inhibition, % at 8.3 µM; FP displacement of FITC-Tn7 peptide from fibrin DD(E); 0% = median of compound wells per plate;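 active means inhibition above the mean of compounds falling within the control limits plus 3 SD of them, cut at about 14% in these data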;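 further: 0% = plate median of compound wells and 100% = 10 µM Aha-Tn7 peptide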
# Target sequence (P02675 whole entry, looked up): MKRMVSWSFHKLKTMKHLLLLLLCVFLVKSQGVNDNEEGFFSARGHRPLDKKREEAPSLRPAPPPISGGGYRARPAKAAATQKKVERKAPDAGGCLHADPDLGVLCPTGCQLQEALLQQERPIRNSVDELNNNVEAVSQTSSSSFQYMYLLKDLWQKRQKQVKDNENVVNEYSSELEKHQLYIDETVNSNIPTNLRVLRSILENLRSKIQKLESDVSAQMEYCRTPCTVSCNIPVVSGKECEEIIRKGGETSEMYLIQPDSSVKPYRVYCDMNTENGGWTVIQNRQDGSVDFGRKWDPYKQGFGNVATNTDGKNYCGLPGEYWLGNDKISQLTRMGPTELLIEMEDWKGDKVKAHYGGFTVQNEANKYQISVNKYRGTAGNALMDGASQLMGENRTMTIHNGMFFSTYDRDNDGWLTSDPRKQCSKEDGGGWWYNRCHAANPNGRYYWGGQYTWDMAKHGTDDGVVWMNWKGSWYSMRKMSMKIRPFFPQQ
#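 Assay system: human fibrin DD(E). Input: DD(E) 2 µM final. Medium: Tris buffer with calcium and detergent, pH 7.8. Compound dosing: single point at 8.3 µM. Timing: 10 min plus 3 h, room temperature. Technique: fluorescence polarization of the labelled Tn7 tracer. Read-out: percent inhibition. Replicates: singlicate testing.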
# ADAM17 inh – inhibits human ADAM17. P78536. inhibition, % at 6.95 µM. hit rate 0.83% among 370,000. recombinant ADAM17, EDANS/DABCYL FRET peptide cleavage;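 active means inhibition above the mean of compounds lying between control limits plus 3 SD, set per campaign, cut at about 8.5% in these data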;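 further: 0% = DMSO-only wells as the low control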
# ASAP1 GAP inh – ASAP1 ArfGAP inhibition; hit rate 0.19% among 360,000; ASAP1-stimulated ARF1 GTP hydrolysis, GDP FP detection; Q9ULH1; inhibition, % at 16.5 µM; in the data active means inhibition above about 25%;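 further: 0% = vehicle with enzyme and substrate and 100% = no enzyme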
# Target sequence (Q9ULH1 325-724 limits assumed): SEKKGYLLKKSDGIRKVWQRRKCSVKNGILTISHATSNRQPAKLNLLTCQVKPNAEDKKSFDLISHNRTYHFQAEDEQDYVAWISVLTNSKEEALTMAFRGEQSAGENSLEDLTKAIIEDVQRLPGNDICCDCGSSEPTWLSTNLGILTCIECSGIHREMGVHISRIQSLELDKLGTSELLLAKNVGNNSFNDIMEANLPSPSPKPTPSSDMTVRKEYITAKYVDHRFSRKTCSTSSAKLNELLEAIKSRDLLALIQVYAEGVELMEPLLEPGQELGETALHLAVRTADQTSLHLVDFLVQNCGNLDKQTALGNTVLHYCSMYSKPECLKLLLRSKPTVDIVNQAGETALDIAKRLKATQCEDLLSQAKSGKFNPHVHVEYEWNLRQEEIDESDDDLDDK
# Tn6 DDE FP – disrupts Tn6 cyclic peptide binding to fibrin D-Dimer-E complex. hit rate 0.21% among 370,000. Fibrin DD(E) TRITC-Tn6 fluorescence polarization displacement. P02675. inhibition, % at 8.3 µM;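 active means inhibition above a per-campaign cutoff: mean of compounds within control limits plus 3 SD, cut at about 15% in these data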;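 further: 0% = median of all compound wells on the plate and 100% = blocking peptide control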
# MBD2 inh – blocks human MBD2 binding to methylated DNA. Q9UBB5. TR-FRET, MBD2 binding to methylated oligonucleotide. inhibition, % at 4.4 µM. hit rate 0.31% among 370,000. AID 686964; in the data active means inhibition above about 13%
# PLCb3 inh – inhibitors of human phospholipase C beta3. Q01970. Purified PLC-beta3, fluorogenic substrate, fluorescence. inhibition, % at 12.2 µM. hit rate 0.18% among 370,000; in the data active means inhibition above about 11%;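 further: 0% = median of compound wells on plate and 100% = full blocker control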
# UHRF1 MBD2 ctr – blocks human UHRF1 binding to methylated DNA. UHRF1 binding to methylated oligo, TR-FRET. inhibition, % at 4.4 µM. hit rate 0.75% among 370,000; in the data active means inhibition above about 21%;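 further: UHRF1 SRA domain binding a hemimethylated CpG hairpin DNA probe; 0% = median of test compound wells and 100% = reference inhibitor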
# KLK7 zymogen act – proKLK7 (human) activation, primary screen; AID 652039; hit rate 0.9% among 370,000; P49862; purified proKLK7, EDANS-DABCYL substrate fluorescence; 100% is mature enzyme control, 0% vehicle; activation, % at 7 µM;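 active means activation above the mean of all tested compounds plus 3 SD, computed per campaign excluding outliers beyond control limits, cut at about 13% in these data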
# ARFGAP1 inhibitor – rat ARFGAP1 inhibition. Q62848. hit rate 0.26% among 360,000. AID 651572. inhibition, % at 16.5 µM. Arfgap1-stimulated ARF1 GTP hydrolysis, GDP FP detection;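 active means inhibition above a per-plate limit, mean inhibition of low control wells plus 3 SD, cut at about 25% in these data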;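 further: 0% = DMSO wells with enzyme and 100% = wells lacking Arfgap1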
# Target sequence (Q62848 1-136 limits assumed): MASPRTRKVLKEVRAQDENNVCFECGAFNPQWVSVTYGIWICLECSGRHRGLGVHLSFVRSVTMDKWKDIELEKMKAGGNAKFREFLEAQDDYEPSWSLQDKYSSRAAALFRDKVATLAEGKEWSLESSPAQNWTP
#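 Replicates: Single well per compound | Assay system: Truncated rat Arfgap1 GAP domain | Control set: No-Arfgap1 wells (100%) versus DMSO full-reaction wells (0%) | Times: Enzyme reaction 120 min at 25 °C after 20 min preincubation | Reagent: Human ARF1(Δ1-17)-GTP substrate | Measured by: Tracer-displacement fluorescence polarization with EDTA stop, 620/688 nm | Measure: Percent inhibition of Arfgap1-stimulated GTP hydrolysis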
# * = called active by the depositor; i = inactive; . = no result given.
ARFGAP1 inhibitor,UHRF1 MBD2 ctr,DDE Tn7 FP inh,PLCb3 inh,ADAM17 inh,Tn6 DDE FP,MBD2 inh,ASAP1 GAP inh,KLK7 zymogen act,PLC-gamma1 inh,smiles
8,-2,2,-2,1,-1,1,-7,-0.4,-1,COc1cccc(N2CCN(CC(=O)Nc3nc4c(s3)CC(C)CC4)CC2)c1 (configuration not stated)
-1,-5,-2,1,1,-7,-3,8,-0.5,-3,[O-]/[N+](=C\c1cccc(Br)c1)c1ccccc1
10,-4,-6,-198,-120,-3,-7,1,10,-142,CCN1CCN(c2cc(C)c3cc(NC(=S)N4CCN(c5ccccc5)CC4)ccc3n2)CC1
12,1,-10,-5,0,-2,-7,-3,0.4,0,Cc1ccc(N(C)S(=O)(=O)c2ccc(-c3ccc(=O)[nH]n3)s2)cc1C
-10,4,3,-2,0,-6,7,5,0.6,-2,CCOCC(=O)Nc1ccc(C(=O)Nc2ccccc2Cl)cc1
1,-1,5,-1,1,8,-3,-11,-0.1,-1,CC(=O)Nc1ccc(S(=O)(=O)N(Cc2ccccc2)c2ccccc2)cc1
12,0,-4,-5,1,2,1,-6,-0.5,3,O=C(Nc1ccc([N+](=O)[O-])cc1)Nc1ccon1
16,1,1,3,2,-3,-1,1,0.3,3,Cc1nc(N)nc(N)c1-c1ccc(Cl)c(Cl)c1
11,5,-6,-1,-2,1,0,0,0.2,0,COCCN1Cc2cccc(C(=O)NC3CCCCCC3)c2C1=O
45*,0,5,-17,2,-5,2,6,0.8,-2,Cc1ccc[n+](C(C)C(=O)c2ccc(Cl)cc2)c1 (configuration not stated)
20,-3,-6,-12,0,0,1,4,0.9,-10,CCc1nc2ccc(C(=O)Nc3cc(-c4ccccc4)ccc3OC)cn2c1N(C)CCCc1ccccc1
5,0,5,1,-3,14,3,23,0.1,0,CCOc1ccc(C(c2c(O)nc(SC)n(C)c2=O)c2c(O)nc(SC)n(C)c2=O)cc1
5,0,2,-5,-4,-2,-2,-8,1.0,0,Cc1ccc(C(=O)NNC(=O)Cn2nnc3ccccc32)cc1
1,0,-6,-6,-6,-2,2,0,0.2,-3,COCCCN(Cc1ccco1)C(=O)CSc1nc2ncccc2[nH]1
6,28*,0,-2,-3,0,-7,-4,-0.3,7,Cc1cc(C)c(C)c(S(=O)(=O)N2CCN(C(=O)c3ccccc3OCc3c(C)noc3C)CC2)c1C
.,0,4,0,-3,0,2,-10,-0.1,2,O=C1N[C@@H](Cc2ccccc2)C(=O)N2CCC[C@@H]12
9,-2,4,1,-1,0,2,11,0.0,0,O=C(CSc1ncccn1)NCc1ccc2c(c1)OCO2
-2,0,-1,-3,0,4,-2,0,0.0,6,CC(NCC(O)COc1ccc(S(=O)(=O)N2CCOCC2)cc1)c1ccccc1 (configuration not stated)
0,0,-7,0,-4,0,3,0,0.4,0,O=C1C=C(NC2CCCC2)CC(c2ccccc2)C1 (configuration not stated)
12,-1,-3,-6,-5,-8,-3,-5,1.1,-1,CCN(CC)c1ccc(CNc2nc3ccccc3n2C(C)C)cc1
-2,4,1,1,1,-3,-3,2,0.3,4,Cc1ccc(COc2ccccc2C(=S)N2CCCC2)cc1
-2,1,-3,-2,-2,3,1,-4,0.0,-3,CCN=C1NC(CCc2ccccc2)C(C(=O)OC)=C(C)N1Cc1ccccc1C(F)(F)F (configuration not stated)
-2,2,-3,-2,-4,-8,1,0,-0.2,3,O=S1(=O)CC(N2CCN(Cc3ccccc3F)CC2)CN1Cc1cn(Cc2ccc(F)cc2)nn1 (configuration not stated)
4,4,-4,7,12*,6,1,0,0.5,4,C=CCC[C@H](Cc1ccc(F)cc1)C(=O)OC[C@@H](NC(=O)[C@@H](CC=C)CC(=O)N(CCO)Cc1ccccc1)C(C)(C)C
1,0,-3,4,2,8,-1,-8,-0.3,5,COC(=O)C(O)(CC(=O)Nc1ccc(OC(F)(F)F)cc1)C(F)(F)F (configuration not stated)
13,1,-3,1,7,-8,-4,13,-0.2,4,COc1ccc(S(=O)(=O)N(C)C[C@H]2Oc3ccc(NC(=O)Nc4ccc5c(c4)OCO5)cc3CC(=O)N([C@@H](C)CO)C[C@@H]2C)cc1
2,-2,1,-10,-5,-1,1,5,-0.2,-7,COC/C=C/C1=CC2=CC(=O)C(C)(OC(=O)c3cnc4ccccc4n3)C(=O)C2=CN1C1CC1 (configuration not stated)
-7,-1,-6,2,0,2,-4,-4,0.6,1,O=C(c1ccc2c3c(cccc13)C(=O)N(O)C2=O)N1CCCCC1
-8,1,10,0,-1,0,2,8,0.1,2,O=C(Nc1ccccc1)c1ccc(F)cc1F
4,-1,5,0,-1,-4,-3,-13,0.0,2,COc1ccc(NC(=O)CNC(=O)Cn2c(C)cc3ccccc3c2=O)c(OC)c1

# Some of these compounds in order of molar mass, rising.
ARFGAP1 inhibitor,UHRF1 MBD2 ctr,DDE Tn7 FP inh,PLCb3 inh,ADAM17 inh,Tn6 DDE FP,MBD2 inh,ASAP1 GAP inh,KLK7 zymogen act,PLC-gamma1 inh,smiles
11,5,-6,-1,-2,1,0,0,0.2,0,COCCN1Cc2cccc(C(=O)NC3CCCCCC3)c2C1=O
5,0,5,1,-3,14,3,23,0.1,0,CCOc1ccc(C(c2c(O)nc(SC)n(C)c2=O)c2c(O)nc(SC)n(C)c2=O)cc1
-2,2,-3,-2,-4,-8,1,0,-0.2,3,O=S1(=O)CC(N2CCN(Cc3ccccc3F)CC2)CN1Cc1cn(Cc2ccc(F)cc2)nn1 (configuration not stated)

# Additional entries:
ARFGAP1 inhibitor,UHRF1 MBD2 ctr,DDE Tn7 FP inh,PLCb3 inh,ADAM17 inh,Tn6 DDE FP,MBD2 inh,ASAP1 GAP inh,KLK7 zymogen act,PLC-gamma1 inh,smiles
-4,0,-2,-2,-2,-6,-2,-9,0.5,0,COCCCN1CN(Cc2ccco2)CNC1=S
1,8,1,-1,-4,1,2,-1,-0.2,-3,CCn1c(COc2ccccc2)nnc1SCC(=O)NCc1ccco1
-24,2,-5,-37,8,2,-4,-4,-0.1,-17,CSc1ccc(C2C(C#N)=C(N)Oc3cc4c(cc32)OCO4)cc1 (configuration not stated)
4,-3,-3,4,8.8*,-4,-5,0,-0.1,3,O=C(Oc1cccc(/C=N/Nc2nc(Nc3ccccc3)nc(N3CCOCC3)n2)c1)c1ccco1
-6,-1,2,1,1,-1,2,3,0.1,1,O=C(c1ccccc1)c1nc[nH]c1C(=O)Nc1ccccc1
-4,16,-3,-1,4,-3,3,4,-0.6,1,COC(=O)[C@@]12C[C@@H](CC(=O)NCc3ccccc3)C(=O)N(Cc3ccc4c(c3)OCO4)C1=CCC(C)(C)C2
8,0,-1,i,-95,0,-2,-11,6.0,-414,CC(=O)Nc1ccc(-c2cc(C(=O)O)c3ccccc3n2)cc1
1,-4,-11,-13,-15,-2,-3,2,0.2,-7,COc1ccc(/C=C/C(=O)N2CCCC2)cc1OC
-3,-1,-3,-6,-1,2,-4,4,-0.5,-2,CC(=O)N1c2ccc3ccccc3c2C(C)CC12CCCCC2 (configuration not stated)
-7,-3,-3,1,-1,-1,-1,-12,0.1,2,COc1ccc2c(c1OC)C(=O)N1c3ccccc3C(=O)N(c3ccc(F)cc3)C21 (configuration not stated)
-9,4,-5,5,5,2,-2,6,0.7,0,CC1(C(=O)NCc2ccccc2)CSCC(=O)N1Cc1cccs1 (configuration not stated)
5,1,2,-4,-5,-4,3,-1,0.5,0,C[C@@H]1CC=C[C@H]2[C@H]1C(=O)N(Cc1ccccc1)[C@H]2c1ccc(-c2ccc(F)cc2)cc1F
-3,0,3,0,-3,11,1,-6,0.2,2,CCCSc1nnc(CSc2nc3nc(C)cc(C)n3n2)o1
-1,-2,8,5,-4,-12,3,0,1.3,2,CC(C)Sc1nc2c(c(=O)[nH]c(=O)n2C)n1Cc1ccc(Cl)cc1
5,-2,1,3,-1,1,-5,-11,-0.2,1,Cc1ccc(S(=O)(=O)N2CC(O)C2)cc1
18,15,-5,-48,-45,-13,7,7,-13,-26,COc1ccc(-c2sc3cc(OC)c(OC)cc3c2C#CC2(O)CCCCC2)cc1
1,1,7,-12,-1,-1,-2,10,-2.1,-9,Cc1ccc(Cn2cc(/C=N/Nc3ccc([N+](=O)[O-])cn3)c3ccccc32)cc1
14,-3,4,1,-7,10,1,9,0.0,1,CC(=O)C1=C(O)C(=O)N(Cc2cccnc2)C1c1ccc(Cl)cc1Cl (configuration not stated)
8,3,1,-80,-5,-4,5,-2,0.9,-68,CC1=C(C(=O)OC2CCCCCC2)C(c2ccc(C)o2)C2=C(CCCC2=O)N1 (configuration not stated)
-13,0,-2,-4,2,10,-7,-13,0.5,0,COc1ccc(C(=O)OCC(=O)N2CCOCC2)cc1S(=O)(=O)N1CCOCC1
0,15,7,-8,3,-4,0,-3,0.2,-1,CCC1CCc2sc(C(=O)NCC(c3ccc(OC)cc3)N3CCOCC3)cc2C1 (configuration not stated)

# Entries of single compounds from above:
# Shown for CCn1c(COc2ccccc2)nnc1SCC(=O)NCc1ccco1 = ARFGAP1 inhibitor: 1; UHRF1 MBD2 ctr: 8; DDE Tn7 FP inh: 1; PLCb3 inh: -1; ADAM17 inh: -4; Tn6 DDE FP: 1; MBD2 inh: 2; ASAP1 GAP inh: -1; KLK7 zymogen act: -0.2; PLC-gamma1 inh: -3
# Shown for COc1ccc2c(c1OC)C(=O)N1c3ccccc3C(=O)N(c3ccc(F)cc3)C21 (configuration not stated) = ARFGAP1 inhibitor: -7; UHRF1 MBD2 ctr: -3; DDE Tn7 FP inh: -3; PLCb3 inh: 1; ADAM17 inh: -1; Tn6 DDE FP: -1; MBD2 inh: -1; ASAP1 GAP inh: -12; KLK7 zymogen act: 0.1; PLC-gamma1 inh: 2
# Shown for COC(=O)[C@@]12C[C@@H](CC(=O)NCc3ccccc3)C(=O)N(Cc3ccc4c(c3)OCO4)C1=CCC(C)(C)C2 = ARFGAP1 inhibitor: -4; UHRF1 MBD2 ctr: 16; DDE Tn7 FP inh: -3; PLCb3 inh: -1; ADAM17 inh: 4; Tn6 DDE FP: -3; MBD2 inh: 3; ASAP1 GAP inh: 4; KLK7 zymogen act: -0.6; PLC-gamma1 inh: 1

# Source: PubChem BioAssay
